mIAP activ – mouse IAP activation; activation factor at 10 µM; hit rate 0.24% among 330,000; muIAP, CDP-Star luminescence, 30 min; stronger effect = higher value; 1 = vehicle-only enzyme signal, 0 = enzyme-free wells;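 active = activation factor of at least 2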; note: the source names both 10 and 20 µM as test concentration; values of inactives mirror those of a sister screen read the other way
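Assay system: mouse IAP enzyme; reagent: chemiluminescent substrate CDP-Star; dosing: test compounds delivered from DMSO solution; schedule: 30 min at room temperature; measured by: luminescence from enzymatic CDP-Star hydrolysis; controls: DMSO-only wells and no-enzyme negative control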
APOBEC3A inh – blocks human APOBEC3A ssDNA deamination. hit rate 0.41% among 330,000. inhibition, % at 20 µM. recombinant A3A, FAM/TAMRA ssDNA deamination fluorescence;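 active = at least 40% inhibition at 20 µM here, with at most 30% in a related deaminase screen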;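 note: plate controls were A3A with DMSO for no effect and wells lacking A3A enzyme for full effect; some results filed as inactive read as strong as hits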
Target sequence (P31941 whole entry, looked up): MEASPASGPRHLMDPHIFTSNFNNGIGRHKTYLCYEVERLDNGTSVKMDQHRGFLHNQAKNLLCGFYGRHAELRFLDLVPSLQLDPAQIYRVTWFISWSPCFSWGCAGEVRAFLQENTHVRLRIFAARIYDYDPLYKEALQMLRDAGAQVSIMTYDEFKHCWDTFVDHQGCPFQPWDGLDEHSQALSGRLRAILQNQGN
hIAP act – increases human intestinal alkaline phosphatase activity; P09923; activation factor at 10 µM; purified human IAP, CDP-Star luminescence, 30 min; stronger effect = higher value; 1 = vehicle-only enzyme, 0 = enzyme-free background; hit rate 0.16% among 330,000;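 active = activation factor of the enzyme at least 2-fold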; note: the source names both 10 and 20 µM as test concentration; values of inactives mirror those of a sister screen read the other way
A3G deaminase – blocks human APOBEC3G single-stranded DNA deamination. recombinant A3G, ssDNA deamination FAM/TAMRA fluorescence. inhibition, % at 20 µM. hit rate 0.28% among 330,000. AID 493012;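 active = inhibition of at least 40% at 20 µM, with no more than 30% in the related APOBEC3A deaminase screen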;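 note: plate controls were DMSO wells with A3G for no effect and wells lacking A3G enzyme for full effect; some compounds called inactive have numbers as strong as hits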
Target sequence (Q9HC16 whole entry, looked up): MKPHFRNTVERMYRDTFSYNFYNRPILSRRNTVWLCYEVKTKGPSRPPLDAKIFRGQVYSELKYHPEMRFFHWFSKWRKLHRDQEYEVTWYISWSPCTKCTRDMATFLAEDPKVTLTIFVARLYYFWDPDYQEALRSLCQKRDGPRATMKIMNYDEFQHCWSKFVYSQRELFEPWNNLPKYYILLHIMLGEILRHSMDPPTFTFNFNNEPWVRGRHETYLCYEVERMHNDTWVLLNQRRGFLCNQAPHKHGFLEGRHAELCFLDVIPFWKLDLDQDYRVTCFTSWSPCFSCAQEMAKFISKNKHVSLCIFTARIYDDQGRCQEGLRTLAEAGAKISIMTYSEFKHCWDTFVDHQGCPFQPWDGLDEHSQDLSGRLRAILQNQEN
beta cell repl – inducers of beta-cell replication in MIN6 cells. MIN6 cells proliferation, ATPlite luminescence, 48 h; cells starved in 0.2% serum; 100% = growth in 10% serum. proliferation, % at 10 µM. hit rate 0.29% among 330,000;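 active = compounds whose signal lies at least 3.5 SD above the mean of all wells on their plate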;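 note: 0% = DMSO-treated cells in low-serum medium and 100% = 10% serum control; some compounds called inactive have numbers as strong as hits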
hIAP inh – human IAP inhibition; hit rate 0.12% among 330,000; purified IAP, CDP-Star luminescence, 30 min; inhibition, % at 10 µM;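 active = inhibition reaching a set limit with compound at 10 µM in the primary screen, cut at about 35% in these data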;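 note: plate controls were DMSO wells with enzyme for no effect and no-enzyme buffer wells for full effect; values of inactives mirror those of a sister screen read the other way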
MPTP inh – permeability transition pore inhibition. isolated mouse mitochondria, Ca2+ swelling absorbance, 30 min. inhibition, % at 10 µM. hit rate 1.4% among 360,000;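 active = inhibition of 50% or more, scaled per plate between neutral and stimulator controls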;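 note: 0% = DMSO wells given calcium and 100% = 1 mM EGTA wells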
mIAP block – blocks mouse intestinal alkaline phosphatase; purified mouse IAP, CDP-Star luminescence, 30 min; inhibition, % at 10 µM; hit rate 0.2% among 330,000; AID 2806;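 active = inhibition of at least 40% at 10 µM in the primary screen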;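 note: plate controls were DMSO with enzyme for no effect and no enzyme wells for full effect; values of inactives mirror those of a sister screen read the other way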
ATG4B inh – inhibitors of human ATG4B cysteine protease | ATG4B cleavage of LC3-PLA2, NBD-HPC fluorescence, 1 h | AID 504462 | inhibition, % at 8.33 µM | Q9Y4P1 | hit rate 0.51% among 340,000; in the data active = inhibition above about 40%
Target sequence (Q9Y4P1 whole entry, looked up): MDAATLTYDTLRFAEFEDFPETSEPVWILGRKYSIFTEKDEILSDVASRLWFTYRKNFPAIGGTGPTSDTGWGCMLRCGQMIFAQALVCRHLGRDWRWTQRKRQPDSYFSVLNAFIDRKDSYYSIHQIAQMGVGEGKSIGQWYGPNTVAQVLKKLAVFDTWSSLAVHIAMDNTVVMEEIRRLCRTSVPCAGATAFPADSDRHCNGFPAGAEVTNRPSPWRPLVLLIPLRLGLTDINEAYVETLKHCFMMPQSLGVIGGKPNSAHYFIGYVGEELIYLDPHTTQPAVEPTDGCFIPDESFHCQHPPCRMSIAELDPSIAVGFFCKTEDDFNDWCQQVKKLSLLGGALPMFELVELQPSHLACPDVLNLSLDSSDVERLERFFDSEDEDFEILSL
Starred values were filed as active, the others as inactive; · = no result given.

SMILES	mIAP activ	APOBEC3A inh	hIAP act	A3G deaminase	beta cell repl	hIAP inh	MPTP inh	mIAP block	ATG4B inh
Cc1nn(C(C)C(=O)NCCCc2ccccc2)c(=O)c2cc3occc3n12 (stereo not given)	1	3	1.2	6	-3	-20	-2.8	-5	5
CCc1ccc2c(c1)C1(C(=O)N2)N2CCCC2C(C(=O)c2ccc3ccccc3c2)C12C(=O)Nc1ccccc12 (stereo not given)	0.9	-3	0.86	-10	-7	14	6.3	10	-15
CCN(CC)c1ccc(N2C(=O)/C(=C/c3cccs3)SC2=S)cc1	0.94	-3	0.85	-7	-1	15	0.8	6	0
O=C1c2ccccc2OC2(C=Cc3ccccc3O2)N1Cc1ccccc1 (stereo not given)	0.98	-5	1	-7	-7	-2	-5.2	2	14
Cc1ccc(S(=O)(=O)N[C@H](C(=O)NCC2CCC(C(=O)O)CC2)C(C)C)cc1 (stereo not given in full)	0.86	-3	1	7	0	-4	0.7	14	4
CCOC(=O)c1c(C)n(C)c2ccc(OC(=O)c3ccc(N4C(=O)CCC4=O)cc3)cc12	0.93	2	1.1	2	-1	-8	0.7	7	17
CC1=C(C(=O)N2CCCC(N3CCN(c4ccccc4C)CC3)C2)OCCO1 (stereo not given)	0.97	-5	1.2	-4	-1	-16	-1.6	3	-11
CCc1ccc(NC(=O)C2CC(=O)N=C(N)S2)cc1 (stereo not given)	0.97	-1	0.93	-4	3	8	-0.9	3	7
COc1cccc(NC(=O)[C@H](C)NC(=O)N2CCn3c2nc2ccccc23)c1	0.99	-4	1	-5	0	0	-1.4	1	-2
CCOC(=O)c1ccc(NC(=O)NCc2ccccc2)cc1	1.4	6	1	-11	-2	-3	28	-38	49*
N#CC1=C(N)C(C#N)(C#N)[C@H](c2ccncc2)[C@H]2CC3(CC=C12)OCCO3	0.98	2	1	-1	1	0	-0.3	2	-2
COc1cccc(CNC(=O)c2ccncc2)c1	0.96	2	1.1	-5	-1	-6	-0.3	4	-4
COc1cccc(C(=O)O/N=C(\N)c2ccc(C)cc2)c1	0.93	-1	1.1	-9	-5	-13	0.1	7	-2
O=C1c2ccccc2C(Nc2ccc(Cl)cn2)N1c1ccccn1 (stereo not given)	0.92	2	0.92	8	5	8	-0.5	8	-9
O=C(Cc1ccc(Cl)cc1)c1c[nH]c(C(=O)NCc2cccnc2)c1	1.1	-4	0.95	-5	-3	5	0.1	-9	4
COc1ccc(CN2CCCCC2C)cc1C (stereo not given)	1	-5	0.96	-1	0	4	-2.0	-1	9
O=C(CSc1nc2ncc(Cl)cc2[nH]1)Nc1ccccc1-c1ccccc1	0.95	-3	1.4	-3	-6	-38	9.1	5	7
CC(=O)N1CCN(C(=O)c2c(-c3ccccc3)noc2C)CC1	0.94	-2	0.8	-1	-2	20	-0.8	6	1
CN(C)CCCNC(NC(=O)c1cccs1)C(Cl)(Cl)Cl (stereo not given)	0.93	-1	0.94	-8	0	6	0.0	7	1
Cn1cccc1/C=C1\SC(=S)N(NC(=O)c2ccccc2O)C1=O	0.67	3	0.94	-2	-3	6	5.6	33	9
O=C(NC1CC1)C1=C[C@H](c2c[nH]c3ccccc23)C[C@H](OCCCCO)O1	0.98	1	0.86	0	-2	14	-1.3	2	-9
O=C(COC(=O)c1cc([N+](=O)[O-])ccc1NCc1ccccc1)NCc1ccccc1Cl	0.84	1	1	2	0	-1	1.0	16	15
CCN1C(=O)CC(c2ccccc2)CC1=O	1.2	-6	0.94	-15	3	6	-0.6	-17	2
O=C(NCCS(=O)(=O)NCc1ccco1)c1ccccc1	0.96	0	0.99	0	0	1	1.4	4	7
COC(=O)CN(Cc1ccco1)S(=O)(=O)c1ccccc1	1	5	1.1	0	-2	-7	1.0	-2	-4
CCOC(=O)N1CCC(NC(=O)c2ccc3c(c2)sc2nc(-c4ccccc4)cn23)CC1	1	4	1.2	-3	-5	-23	-7.3	-3	-5
O=c1[nH]c2sc3c(c2c2nncn12)CCCC3	0.96	-8	0.88	-8	4	12	-1.0	4	-1
CC1CC(C)CN(CCCNC(=O)c2ccc3c(c2)NC(=O)C(N2CCCCC2)S3)C1 (stereo not given)	1	-4	1	-2	-4	-1	14	-3	0
COCc1cc(C)nc2sc3c(=O)oc(C)nc3c12	0.97	0	0.74	24	-2	26	0.8	3	-2
O=S(=O)(c1cc(Cl)ccc1Cl)n1cccn1	0.99	1	0.84	-10	0	16	-2.1	1	-2
CC(=O)Nc1ccc(NC(=O)CCCc2c[nH]c3ccccc23)cc1	0.99	-4	1	-4	4	-1	-1.1	1	-10
COc1cc2oc(=O)ccc2cc1[C@@H](O)[C@@H]1OC(C)(C)OC1(C)C	1	-3	0.98	-8	0	2	-1.0	-4	-3
CCOc1ccc(C2c3c(oc4ccccc4c3=O)C(=O)N2CCCN2CCOCC2)cc1OCC (stereo not given)	0.86	-1	1.1	-4	-2	-9	-4.3	14	-1
COc1ccc(C(=O)OCn2nnc3ccccc3c2=O)cc1OC	0.93	0	1.2	-1	-2	-18	-14	7	-12
O=C(CCCc1nc2ccccc2s1)NCc1cccnc1	1.1	-4	1.1	-10	-4	-14	-0.9	-12	-2
CC1CCCCC12NC(=O)N(CC(=O)Nc1ccccc1F)C2=O (stereo not given)	1	-4	1.2	-11	0	-21	-0.5	-2	-10
COC(=O)C1CCN(c2cc(=O)n(-c3ccc(OC)cc3)c(=O)[nH]2)CC1	1	-6	1.1	-13	1	-12	0.7	-2	6
CCC1(c2ccc(OC)cc2)NC(=O)N(CC(=O)N2CCc3ccccc32)C1=O (stereo not given)	0.92	-1	1	-10	5	0	-0.1	8	-17
O=C(NCC(=O)N1CCN(c2ccc([N+](=O)[O-])cc2)CC1)c1ccco1	1.1	-2	0.98	-2	0	2	-0.8	-6	-1
CCOc1ccc(CN(C)C(=O)CNC(=O)c2ccccc2)cc1	0.97	-3	0.91	-9	-4	9	-0.8	3	-2
COc1cc(C(=O)OCCCN(C)C)cc(OC)c1OC	1.1	-2	0.98	-7	-1	2	-0.5	-11	-4
Cc1csc(NS(=O)(=O)c2ccc(Cl)cc2)n1	0.84	1	0.8	-1	-3	20	1.9	16	2
Cc1cc(NC(=O)c2ccc([N+](=O)[O-])cc2)no1	1.1	2	0.98	1	-4	2	2.4	-7	-3
Cc1ccc(NC(=O)CN(C)C(=O)COC(=O)C(C)(C)Oc2ccc(Cl)cc2)cc1	0.93	1	1.1	-6	-1	-7	3.2	7	-8
Oc1ccc(N=Cc2cc(Br)c(N3CCOCC3)o2)cc1	0.93	1	0.98	-4	-3	2	-2.0	7	3
Cc1cc(CN(C)C(=O)c2cc(COc3ccc4ncccc4c3)on2)on1	0.97	-5	1.1	-2	-5	-9	96*	3	-11
C=CCn1c(SCC(=O)Nc2c(C)n(C)n(-c3ccccc3)c2=O)nc2sc(C)c(-c3ccccc3)c2c1=O	1.1	2	1.1	-3	0	-10	-1.1	-14	-13
Cc1csc(NC(=O)c2sccc2C)n1	1	0	0.87	-4	0	13	-0.1	-2	0
c1ccc2c(c1)CCc1c-2nc2ccccc2c1N1CCOCC1	1.2	-5	1	-12	0	-3	-2.9	-19	5
O=C(NCCCN=C1NS(=O)(=O)c2ccccc21)c1ccc(S(=O)(=O)N2CCCCC2)cc1	1	-1	0.86	-5	3	14	0.4	0	-9

Complete entries from above. Order of values: mIAP activ	APOBEC3A inh	hIAP act	A3G deaminase	beta cell repl	hIAP inh	MPTP inh	mIAP block	ATG4B inh
CCOC(=O)c1ccc(NC(=O)NCc2ccccc2)cc1 as listed: 1.4	6	1	-11	-2	-3	28	-38	49*
CC1CCCCC12NC(=O)N(CC(=O)Nc1ccccc1F)C2=O (stereo not given) as listed: 1	-4	1.2	-11	0	-21	-0.5	-2	-10
Cc1cc(NC(=O)c2ccc([N+](=O)[O-])cc2)no1 as listed: 1.1	2	0.98	1	-4	2	2.4	-7	-3
CC(=O)N1CCN(C(=O)c2c(-c3ccccc3)noc2C)CC1 as listed: 0.94	-2	0.8	-1	-2	20	-0.8	6	1

(list continues)
SMILES	mIAP activ	APOBEC3A inh	hIAP act	A3G deaminase	beta cell repl	hIAP inh	MPTP inh	mIAP block	ATG4B inh
COC(=O)N/N=C/c1ccc(/C=N/NC(=O)OC)cc1	1	-3	1	-2	1	-2	2.0	-2	-9
COc1ccc(CNC(=O)CN(C(=O)c2csnn2)c2cccc3ccccc23)cc1	1	2	1	-11	-1	0	-0.3	-4	5
CCCc1nnc(NC(=O)c2cccc(OC)c2)s1	1	3	0.96	-1	-1	4	-1.9	-2	-2
COc1ccc(-c2nc3oc4cc(OC)ccc4c(=O)c3c(=O)n2Cc2ccco2)cc1	0.96	8	0.92	0	-3	8	2.8	4	-10
O=C(Nc1nc2ccccc2s1)C1CC(=O)N(c2ccc(Cl)cc2)C1 (stereo not given)	1	5	1.2	0	-1	-18	-1.4	-3	-20
COc1ccccc1C1CCN(C(=O)c2ccccc2)CC1	1	-3	0.99	-8	0	1	0.3	-3	1
COc1ccc(S(=O)(=O)NC(C)C(=O)O)cc1 (stereo not given)	1.1	-5	1.1	1	-3	-15	-1.6	-6	-6
CCOCCCNC(=O)C1CCN(S(=O)(=O)c2cc(Br)cc3c2N(C(=O)CC)CC3)CC1	1	-2	1.1	-6	-2	-7	-1.0	-2	-3
C=CCN1C(=O)c2ccc(C(=O)Nc3ccccn3)cc2C1=O	0.96	-1	1	-5	-3	-4	0.3	4	-1
COc1cc(C(=O)NCc2nnc(SCC(=O)N3CCc4ccccc43)o2)cc(OC)c1OC	1	-2	0.98	-3	1	2	-1.3	-3	1
CC/C(C)=N/NC(=O)c1[nH]c2ccc(C)cc2c1-c1ccccc1	0.97	5	0.9	9	-1	10	-2.4	3	-9
COc1ccc(-c2ccc(-c3cc(=O)oc4c(C(C)C)ccc(C)c34)cc2)cc1	0.9	3	·	-2	·	·	-1.3	10	-5
CCCOc1ccc2c(CC)cc(=O)oc2c1C	0.92	-4	1.1	-8	0	-13	0.7	8	6
CC(=O)c1ccc(S(=O)(=O)Nc2ccc(C(=O)N(C)CC(=O)Nc3cccc(C)c3C)cc2)cc1	1	0	1.1	-6	-4	-6	0.9	-4	-10
CC1=C(C(=O)OCc2ccccc2)C(c2ccc3ccccc3c2)NC(=O)N1CCCC(=O)O (stereo not given)	0.96	-2	0.93	-5	2	7	1.3	4	1
COc1ccc(CNS(=O)(=O)c2ccccc2Br)cc1	1.1	0	0.78	-5	-2	22	·	-5	·
COc1ccccc1CNC(=O)CN(C)CC(=O)Nc1ccc(F)c(F)c1F	0.79	-4	1.1	-8	0	-8	0.8	22	5
O=C(CSc1ccc2nnc(CCNC(=O)c3ccccc3)n2n1)NCc1ccccc1	1.1	-1	1.1	9	-1	-5	-0.7	-13	-1
CCOC(=O)C1(CCOc2ccccc2)CCN(Cc2cccc(OC)c2OC)CC1	1	-7	1.2	10	-4	-16	75*	-3	7
Brc1ccc(-c2csc(NNC3=NCCCCC3)n2)cc1	1	1	1.1	1	-6	-6	1.7	-4	-12
O=C(CCC1CCCN(C(=O)c2ccccc2Cl)C1)N1CCN(c2ccccn2)CC1 (stereo not given)	1	-1	1.1	1	-2	-10	2.2	-3	9
C=CCNC(=O)C1CC(=O)N(c2ccc(OCc3ccccc3Cl)cc2)C1 (stereo not given)	1	5	0.96	-4	-3	4	1.3	-3	1
COC(=O)C1CCN(C(=O)C2CCC(=O)N(CCc3cccc(F)c3)C2)CC1 (stereo not given)	0.94	-1	0.82	-2	-1	18	0.3	6	2

Bioassay records (PubChem BioAssay)

Rows are unselected; any-hit rate near 3.3%.
